Bioassay records (PubChem BioAssay)
PrPC surface inh: inhibitors of human cell surface prion protein PrPC, primary screen, cell-based, TR-FRET. inhibition, % at 13.8 µM. hit rate 0.43% among 370,000. AID 720596, 2013. TR-FRET read-out. Major prion protein (Homo sapiens), P04156; in the data active = inhibition above about 24%; note: 0% = median of the test wells and 100% = reference compound wells
SARS 3CLpro inh: SARS-CoV 3CLpro protease inhibitors, primary screen, biochemical, quenched FRET. inhibition, % at 6 µM. hit rate 0.14% among 290,000. Replicase polyprotein 1ab (Severe acute respiratory syndrome coronavirus), P0C6X7. recombinant SARS-CoV 3CLpro, quenched FRET peptide cleavage; in the data active = inhibition above about 12%
VHR inh abs: VHR1 phosphatase inhibitors, primary screen, biochemical, absorbance, uHTS; inhibition, % at 13.3 µM; hit rate 0.52% among 290,000; Dual specificity protein phosphatase 3 (Homo sapiens), P51452; recombinant VHR phosphatase, pNPP absorbance; AID 1654, 2009; in the data active = inhibition above about 50%; note: some compounds called inactive have numbers as strong as hits
Target sequence (P51452 whole entry, looked up): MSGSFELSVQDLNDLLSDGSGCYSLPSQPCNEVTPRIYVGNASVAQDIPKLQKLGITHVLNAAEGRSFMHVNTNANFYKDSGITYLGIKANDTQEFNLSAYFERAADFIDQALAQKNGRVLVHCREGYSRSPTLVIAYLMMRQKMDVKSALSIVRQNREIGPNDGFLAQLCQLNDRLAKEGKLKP
Rv3671c protease: Rv3671c serine protease inhibitors, primary screen, biochemical, fluorescence polarization, M. tuberculosis H37Rv. inhibition, % at 5.96 µM. hit rate 0.048% among 320,000. AID 2606, 2010; in the data active = inhibition above about 38%;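 note: extracellular domain of Rv3671c used as enzyme; 0% = enzyme with DMSO and 100% = no enzyme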
Target sequence (P9WHR9 whole entry, looked up, the tested form may be a part): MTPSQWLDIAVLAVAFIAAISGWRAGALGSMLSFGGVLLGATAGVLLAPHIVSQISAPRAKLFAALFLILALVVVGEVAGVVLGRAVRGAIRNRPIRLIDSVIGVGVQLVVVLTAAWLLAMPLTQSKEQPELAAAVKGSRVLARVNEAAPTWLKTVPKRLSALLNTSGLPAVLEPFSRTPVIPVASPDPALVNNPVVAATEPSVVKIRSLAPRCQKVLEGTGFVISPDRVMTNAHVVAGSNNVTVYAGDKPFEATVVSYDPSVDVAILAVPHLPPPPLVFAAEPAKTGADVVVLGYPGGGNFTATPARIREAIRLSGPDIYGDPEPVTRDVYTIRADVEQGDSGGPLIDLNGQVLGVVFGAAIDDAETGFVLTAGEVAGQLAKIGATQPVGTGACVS
Anthrax LF inh2: Bacillus anthracis LF protease inhibitors, primary screen, biochemical, multiplex microsphere, MLPCN library. inhibition, % at 10 µM. Lethal factor (Bacillus anthracis), P15917. multiplex microsphere protease cleavage assay. hit rate 0.12% among 360,000; note: plate controls were buffer without enzyme for full effect and enzyme alone for no effect
CCHFV vOTU inh: CCHFV vOTU protease inhibitors, primary screen, biochemical, Pep-AMC substrate, fluorescence. inhibition, % at 11.5 µM. hit rate 0.55% among 370,000. Crimean-Congo hemorrhagic fever virus L polyprotein viral ovarian tumor (vOTU) protease …. AID 651958, 2012; in the data active = inhibition above about 30%; note: 0% = vehicle wells with enzyme and 100% = no enzyme wells
PriA SSB inh: inhibitors of Klebsiella pneumoniae PriA binding to SSB C-terminal tail, primary screen, biochemical, AlphaScreen; hit rate 0.6% among 430,000; PriA–SSB C-terminal tail interaction (Klebsiella pneumoniae); AlphaScreen SSBct-PriA binding, biotinylated peptide; AID 1272365, 2023; inhibition, % at 33 µM; in the data active = inhibition mostly above about 37%, no sharp cut-off; inactive = mostly below about 20%;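 note: plate controls were negative control peptide for no effect and reference peptide for full effect; strong numbers were not always called active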
MazF activator: activators of E. coli MazEF toxin-antitoxin RNase, primary screen, biochemical, fluorescence, uHTS; Endoribonuclease toxin MazF (Escherichia coli (strain K12)), P0AE70; FAM/BHQ RNA-DNA oligo cleavage fluorescence, 5 h; activation, % at 20 µM; hit rate 0.32% among 350,000; AID 504720, 2011; in the data active = activation above about 50%
Target sequence (P0AE70 whole entry, looked up): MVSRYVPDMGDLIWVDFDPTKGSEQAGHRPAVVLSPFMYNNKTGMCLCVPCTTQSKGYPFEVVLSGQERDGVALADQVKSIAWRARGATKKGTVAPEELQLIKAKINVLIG
BoNT F protease: BoNT/F light chain protease inhibitors, primary screen, biochemical, flow cytometry, MLPCN library; Botulinum neurotoxin type F light chain protease (Clostridium botulinum); Multiplex microsphere protease cleavage assay; inhibition, % at 10 µM; hit rate 0.22% among 360,000; AID 588497, 2011; in the data active = inhibition above about 35%, passing the limit was not always enough; inconclusive = no clear call, values can overlap the other calls; note: plate controls were buffer without enzyme for full effect and enzyme alone for no effect
BoNT A protease: BoNT/A light chain protease inhibitors, primary screen, biochemical, flow cytometry, MLPCN library. inhibition, % at 10 µM. Botulinum neurotoxin type A light chain protease (Clostridium botulinum A str. ATCC 3502). AID 588499, 2011. multiplex microsphere protease substrate cleavage. hit rate 0.17% among 360,000; note: plate controls were buffer without enzyme for full effect and enzyme alone for no effect
* = called active by the depositor; ? = inconclusive; · = not tested or not shown; & = joins results of further samples. Cut-off read from the data, not from the text of the source, unless noted: active = inhibition above about 30%; inconclusive = no clear call, values can overlap the other calls; inactive = below that. These rows are one share of the data; count on the stated rates, not on these rows.

SMILES	PrPC surface inh	SARS 3CLpro inh	VHR inh abs	Rv3671c protease	Anthrax LF inh2	CCHFV vOTU inh	PriA SSB inh	MazF activator	BoNT F protease	BoNT A protease
O=C(CCCOc1ccc(Cl)cc1Cl)NCc1ccncc1	-1	0	34	-6	-4	8	-9	-4	6	0.8
CCOC(=O)c1cc(S(=O)(=O)NCCc2ccc(OC)c(OC)c2)cn1C	-1	-2	56*	0	0	15	10	5	2	-0.5
C[C@@H]1CN([C@@H](C)CO)C(=O)c2cccc(NC(=O)Nc3ccc(F)cc3)c2O[C@@H]1CN(C)Cc1ccc(Oc2ccccc2)cc1	-5	·	·	-37	2	16	5	-23	-10	0.1
O=C1NC(c2ccco2)Nc2sc3c(c21)CCN(Cc1ccccc1)C3 (configuration not stated)	-17	-1	-6	-1	-26	-31	-9	-27	-39	6.1
Cc1cccc(N(C(=O)Cn2nnc3ccccc32)C(C(=O)NCc2ccco2)c2ccncc2)c1C (configuration not stated)	4	2	18	-9	-2	1	-9	-4	-22	-2.0
COCCCN(C(=S)NC(=O)c1ccc(C(C)(C)C)cc1)c1c(N)n(Cc2ccccc2)c(=O)[nH]c1=O	-2	1	5	-1	0	7	7	1	-1	0.5
Clc1ccccc1C1SCC2Nc3ccccc3CN21 (configuration not stated)	-1	1	25	0	-1	5	-7	-1	-1	-0.8
Cc1c(Cl)cccc1NC(=O)CCN1CCN(C)CC1	-1	0	1	-5	4	10	-6	9	21	-1.4
Cn1c(CNc2cccc(Cl)c2)nnc1SCC(=O)OC1CCCCC1	-1	2	14	-3	-8	10	-10	-6	6	0.5
COCCn1c(SCC(=O)NC2CCCCC2)nnc1-c1ccncc1	-6	-2	23	2	-2	10	-6	-11	5	-0.4
CCCC(=O)N1CCC1(C)C(=O)NS(=O)(=O)c1ccc(OC)cc1 (configuration not stated)	-1	·	·	·	2	-7	·	·	-4	-0.2
N#Cc1ccc(N2Cc3ccccc3/C2=N/C(=O)Nc2ccc(Cl)cc2)cc1	4	0	-10	-7	-2	9	·	-19	9	-0.1
COCCCNC(=O)c1ccc2c(=O)n(Cc3ccc4c(c3)OCO4)c(=S)[nH]c2c1	1	-6	7	-27	-10	-7	-10	-4	-6	-0.4
COc1cc(/C=N/NC(=O)C2CC(=O)N(c3ccc(C)cc3)C2)cc(OC)c1OC (configuration not stated)	-2	-1	32	-2	-1	-12	·	9	-3	0.3
Nc1nc(-c2ccc(F)cc2)cc(C(F)(F)F)n1	0	2	2	-6	-2	-8	-2	-25	2	-0.5
COc1ccc(NC(=O)c2cc3n(n2)C(C(F)(F)F)CC(c2ccc4c(c2)OCO4)N3)cc1OC (configuration not stated)	·	1	-18	9	-18	·	26	3	24	20
COC(=O)Cc1c(O)ccn(CCc2ccc(OC)c(OC)c2)c1=O	6	1	12	1	-10	-14	-14	5	-2	-1.4
COc1ccc(CC(CC(=O)O)C(=O)Nc2ccc(OC)cc2)cc1 (configuration not stated)	8	5	7	10	2	5	-10	4	-1	0.8
Nc1ccc(Nc2ccncc2[N+](=O)[O-])cc1	-52	-4	16	-5	-10	-7	6	9	-17	-1.5
CCOC(=O)C1CCN(C(=O)C2CCN(C(=O)c3ccc([N+](=O)[O-])cc3)CC2)CC1	·	-9	-2	-11	0	·	-11	8	-10	-0.3
CN(CC(=O)NCc1ccc(Cl)cc1)S(=O)(=O)c1cccc2cccnc12	5	0	8	-1	-4	3	-8	8	0	-0.7
CCOC(=O)c1c(C)[n+]([O-])c2ccc3c(non3O)c12	1	0	12	5	-6	0	-2	4	0	-0.3
CCc1ccc(NC(=O)CN2C(=O)CSC2=O)cc1	3	0	-14	-5	-5	4	-2	-7	-6	-0.3
CC(C)(C)OC(=O)C(C)(C)Sc1nnc(N)s1	-3	0	9	4	·	-13	-8	-14	·	·
CC1CCCCN1S(=O)(=O)c1ccc(C(=O)Nc2ccccc2-c2nc3ccccc3s2)cc1 (configuration not stated)	3	-2	-4	-1	-4	11	-24	-36	-3	-0.4
SMILES	PrPC surface inh	SARS 3CLpro inh	VHR inh abs	Rv3671c protease	Anthrax LF inh2	CCHFV vOTU inh	PriA SSB inh	MazF activator	BoNT F protease	BoNT A protease
Cc1noc(C)c1CSCC(=O)N1CCN(c2ccc([N+](=O)[O-])cc2)CC1	-34	6	24	2	-3	-5	-6	1	2	-0.6
O=C(NCCN1CCC(n2c(=O)[nH]c3ccccc32)CC1)c1ccc(Cl)cc1Cl	-9	·	·	·	2	8	·	·	-1	0.3
COc1ccccc1NC(=O)C1CC(O)CN1C(=O)Oc1ccccc1 (configuration not stated)	6	-10	26	-1	16	-17	-16	-12	-10	0.4
COc1ccc(N2CC(C(=O)N/N=C/c3cc([N+](=O)[O-])ccc3O)CC2=O)cc1 (configuration not stated)	-4	0	2	0	3	8	·	1	-4	-1.2
Cc1ccc(-c2nc3ncccn3c2Nc2ccc3c(c2)OCO3)o1	-10	3	13	-4	-4	14	-4	12	-7	-0.7
CCC(c1nnnn1Cc1ccc2c(c1)OCO2)N1CCN(CC)CC1 (configuration not stated)	2	-1	22	-3	-1	11	-6	5	-3	-0.9
Cc1ccc(C)c(-n2c(-c3ccc4c(c3)OCO4)n[nH]c2=S)c1	18	-10	-1	4	-1	-3	-9	6	1	?
CC1(Oc2cccnc2Cl)CCN(Cc2ccc(OC(F)(F)F)cc2)C1 (configuration not stated)	-7	·	·	·	4	-6	·	·	-2	-0.4
N#CCC(=N)N1CCN(c2ccccc2Cl)CC1	-1	2	2	-6	-3	4	-10	4	-3	0.1
CCOC(=O)C1(C)NC(c2cccs2)C2C(=O)N(c3ccccc3)C(=O)C21 (configuration not stated)	-1	0	30	10	0	4	-14	0	-1	-0.5
O=C1C2C3C=CC(C3)C2C(=O)N1c1ccccc1OS(=O)(=O)c1ccccc1 (configuration not stated)	-1	0	-7	-1	-4	-13	-4	1	10	0.9
CC(C)CC(=O)NNC(=O)c1ccc(Cl)cc1	-4	-8	33	2	1	-7	-4	2	0	-0.1
COc1cc2c(cc1OC)C(c1ccc(Cl)cc1)=NCC2	1	1	27	-7	-9	-1	-12	3	?	?
Cc1ccccc1-c1cc(C(=O)NCc2cccc(Br)c2)n(CC2CC(c3cccnc3)=NO2)n1 (configuration not stated)	0	·	·	-22	-3	8	2	2	-3	-0.2
CC(C)Cc1nnc(NC(=O)CCC(=O)NCCc2ccc(Cl)cc2)s1	1	-3	-20	11	0	-9	-5	1	3	0.6
COc1ccc(C(O)c2nccc3cc(OC)c(OC)cc23)cc1OC (configuration not stated)	10	2	4	-16	-7	90*	5	2	1	0.4
CCC(=O)NCc1nc2ccccc2n1Cc1ccccc1F	-3	-1	3	6	4	-2	5&-12	2	-11	1.0
Cc1nc2ccc(NC(=O)c3cncc(Br)c3)cc2s1	-1	1	7	-1	1	-1	-6	-1	6	-0.1
COC(=O)CC1C(=O)NCCN1C(=O)c1c(F)cccc1F (configuration not stated)	5	0	-3	0	-16	3	-11	-6	8	1.6
O=C(NC1CCC(=O)N(CCOc2ccccc2)CC1)OCc1ccccc1 (configuration not stated)	0	-5	24	-11	-11	5	7	1	-2	-0.5
COc1ccc(CC(=O)Nc2cccc(-c3ccc4nnc(C)n4n3)c2)cc1OC	-18	-2	24	3	-3	-7	2&-9&0	3	8	0.4
COC(=O)c1ccc(CS(=O)(=O)c2ccc(F)cc2)o1	1	-1	6	-3	7	6	15	1	1	-1.2
COc1ccc(C(=O)O)cc1S(=O)(=O)Nc1ccccc1Cc1ccccc1	2	3	21	·	2	-6	-12	7	-7	0.2
COc1ccccc1NC(=O)Cc1csc(NC(=O)c2ccccc2)n1	7	-3	14	-15	1	2	6	4	8	0.6
O=C(Nc1ccccc1)OCCOc1ccc(Br)cc1	-2	3	1	·	-6	13	-36	-1	?	1.9

Exported bar-delimited: part of the list above
structure | PrPC surface inh | SARS 3CLpro inh | VHR inh abs | Rv3671c protease | Anthrax LF inh2 | CCHFV vOTU inh | PriA SSB inh | MazF activator | BoNT F protease | BoNT A protease
N#CCC(=N)N1CCN(c2ccccc2Cl)CC1 | -1 | 2 | 2 | -6 | -3 | 4 | -10 | 4 | -3 | 0.1
O=C(Nc1ccccc1)OCCOc1ccc(Br)cc1 | -2 | 3 | 1 | · | -6 | 13 | -36 | -1 | ? | 1.9
Cc1noc(C)c1CSCC(=O)N1CCN(c2ccc([N+](=O)[O-])cc2)CC1 | -34 | 6 | 24 | 2 | -3 | -5 | -6 | 1 | 2 | -0.6
COc1ccc(N2CC(C(=O)N/N=C/c3cc([N+](=O)[O-])ccc3O)CC2=O)cc1 (configuration not stated) | -4 | 0 | 2 | 0 | 3 | 8 | · | 1 | -4 | -1.2

Next section:
SMILES	PrPC surface inh	SARS 3CLpro inh	VHR inh abs	Rv3671c protease	Anthrax LF inh2	CCHFV vOTU inh	PriA SSB inh	MazF activator	BoNT F protease	BoNT A protease
N#Cc1c(C(F)(F)F)cc(-c2ccc(Cl)cc2)[nH]c1=O	-1	3	0	-9	-3	-259	-6	2	0	0.2
CN1C(=O)C(=Cc2ccccc2OCCOc2ccc([N+](=O)[O-])cc2)C(=O)N(C)C1=O	-2	2	6	9	0	8	-9	3	2	1.5
CN1C(=O)NC(c2cccc([N+](=O)[O-])c2)C2=C1CC(C)(C)CC2=O (configuration not stated)	-7	5	·	5	-4	-10	-2	1	-11	-4.4
CCOC(=O)c1cc(CC)sc1NC(=O)C1CC(=O)NN1Cc1ccccc1 (configuration not stated)	1	1	30	-5	-1	18	1	-3	-8	-1.2
CC(C)=CCCC(C)CN1CCC(N2CCC(C(=O)NC(C)C)CC2)CC1 (configuration not stated)	-11	-7	5	-3	-5	-9	7	-5	4	0.7
COc1ccc(OC)c(NC(=O)NCCCCc2ccccc2)c1	5	6	19	-10	-4	0	11	5	-4	0.0
COc1ccc(NC(=O)C2CC(=O)OC2c2ccccc2)cc1 (configuration not stated)	5	-2	0	-6	0	24	5	0	30	4.8
O=C(NC(=S)N1CCN(c2ccc(O)cc2)CC1)c1ccco1	-1	·	·	9	-7	5	-5	3	1	-0.2
Cc1noc(C(=O)Nc2cccnc2Cl)c1Cl	1	-4	9	·	-8	-10	-6	-3	13	0.7
CCCCN(CC)CCCNC(=O)c1ccc(CS(=O)(=O)c2c(Cl)cccc2Cl)o1	-9	-8	31	-3	8	-10	-2	-2	10	-4.4
CN(CC(=O)Nc1cccc2ccccc12)C(=O)c1ccc(NC(=O)CC#N)cc1	4	·	·	1	-6	3	-7	2	0	-0.4
COc1ccccc1NC(=O)C(=O)NCCC1CCCCN1S(=O)(=O)c1ccc(F)cc1 (configuration not stated)	-2	·	·	-2	2	-2	-6	-17	7	4.0
COc1cccc(CNC(=O)CCS(=O)(=O)c2ccc3c(c2)CC(C)N3C(=O)C2CC2)c1 (configuration not stated)	-10	1	21	-2	-2	10	-10	-4	12	2.6
O=C(COc1ccccc1Cl)NCc1ccco1	5	-1	-1	3	1	0	-13	-10	-20	0.4
